PTAP-TSG101 blk = TSG101-PTAP interaction inhibition, HIV-1 budding. 44,000 tested, under 10 active. Q99816. Fluorescence polarization, FITC-PTAP peptide/Tsg101, 20 min. Potency, µM (highest dose often 115 µM), without a hit: at the top dose activity change, negative = inhibition, usual class: inhibitors. AID 1347069; also: potency is read from the fitted curve at half-maximal effect; 0% is about no effect
Target sequence (Q99816 whole entry, looked up): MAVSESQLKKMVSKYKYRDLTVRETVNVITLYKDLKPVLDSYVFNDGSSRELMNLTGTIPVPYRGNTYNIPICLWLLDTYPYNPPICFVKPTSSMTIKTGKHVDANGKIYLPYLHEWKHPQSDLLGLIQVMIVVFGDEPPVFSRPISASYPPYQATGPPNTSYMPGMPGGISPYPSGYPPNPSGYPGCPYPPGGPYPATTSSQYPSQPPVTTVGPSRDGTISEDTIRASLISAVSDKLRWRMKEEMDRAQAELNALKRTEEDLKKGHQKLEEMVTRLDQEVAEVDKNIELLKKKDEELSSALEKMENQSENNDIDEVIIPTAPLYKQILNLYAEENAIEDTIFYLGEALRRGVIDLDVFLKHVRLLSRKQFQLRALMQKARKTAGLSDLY
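Compounds pinned into 10 uM Tsg101 binding domain, then 50 nM FITC-PTAP peptide added in pH 7.5 HEPES buffer; FP read after 20 min, room temperature. Total S+P intensity flags fluorescent compounds; active cut-off <25 µM, efficacy <60%.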
FH mod = Identification of activators of human fumarate hydratase by quantitative high-throughput screening | Fumarate hydratase, mitochondrial (Homo sapiens), P07954 | FH coupled MDH/diaphorase resazurin fluorescence, 15 min | Potency, µM (highest dose often 79.9 µM), for inactives: top-dose activity change, negative = inhibition, actives largely listed as inhibitors | 54,000 compounds, 0.22% hits; also: potency is read from the fitted curve at half-maximal effect; % is scaled to controls: 0 for no effect and ±100 for the full control effect; the screen sought activators but most active calls are inhibition curves; nearly all actives have a fitted effect of over 45% in size
GALK inhibitor = GALK (human) enzyme inhibition | P51570 | recombinant GALK, Kinase-Glo ATP luminescence, 1 h | Potency, µM (series often up to 57.5 µM), without a hit: top-dose activity, negative = inhibition, usual class: inhibitors | 44,000 tested, under 10 active | AID 1347072;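 also: plate controls were full GALK reaction for no effect and reaction lacking GALK for full effect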
Target sequence (P51570 whole entry, looked up): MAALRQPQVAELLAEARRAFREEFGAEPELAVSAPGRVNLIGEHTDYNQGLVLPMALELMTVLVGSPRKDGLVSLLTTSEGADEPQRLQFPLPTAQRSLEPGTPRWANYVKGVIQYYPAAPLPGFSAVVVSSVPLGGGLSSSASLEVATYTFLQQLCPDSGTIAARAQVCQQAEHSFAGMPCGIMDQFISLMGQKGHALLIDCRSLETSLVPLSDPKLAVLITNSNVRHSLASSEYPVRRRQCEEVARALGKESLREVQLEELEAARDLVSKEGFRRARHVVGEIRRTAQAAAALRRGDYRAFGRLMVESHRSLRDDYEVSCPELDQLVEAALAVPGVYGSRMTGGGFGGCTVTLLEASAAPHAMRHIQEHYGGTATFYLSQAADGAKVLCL
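Luminescent ATP-depletion readout (Kinase-Glo Plus) after 1 h room-temperature incubation of human GALK (5 nM) with galactose 100 µM and ATP 35 µM, pH 8.0 HEPES/Mg2+ buffer; compounds tested in qHTS format.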
p53null 39C tox = kills p53 null cells at the nonpermissive temperature. Potency, µM (highest dose often 46.1 µM), without a hit: at the highest dose activity, negative = cell killing, actives largely listed as cytotoxic. 55,000 compounds, 0.97% hits. H1299 p53-null (neo) cells, 39C, ATPlite viability, 24 h. AID 904;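 also: potency is read from the fitted curve at half-maximal effect; 0% = DMSO only and -100% = full killing by 100 µM tamoxifen; nearly all actives have a fitted effect of over 50% in size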
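Temperature-shift cytotoxicity format: compound titrations on p53-null or A138V-expressing H1299 cells held 24 hr at 39C, cell ATP then measured, AC50 from Hill model.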
B2AR arrestin ag = agonists recruiting beta-arrestin to human beta2-adrenergic receptor; Potency, µM (top dose mostly 46.1 µM), for the others: at the top dose activation, usual class: activators; HTLA Tango cells, beta-arrestin recruitment, luciferase luminescence, 18 h; AID 1347077; P07550; 44,000 tested, under 10 active;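 also: potency is read from the fitted curve at half-maximal effect; 0% = DMSO and full agonism = EC100 isoproterenol or metaproterenol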
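First, Tango cells carrying beta2-AR and beta-arrestin fusions received compound up to 46 microM. After 18 hr at 37 degrees C, luciferase substrate was added for 15 minutes, then luminescence gave %Activity for curve fitting.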
NTMT1 inh = inhibitors of human N-terminal methyltransferase NTMT1 | NTMT1 MTase-Glo SAH luminescence, purified enzyme | Q9BV86 | 59,000 compounds, 2.5% hits | Potency, µM (doses to about 114 µM), without a hit: at the highest dose activity change, negative = inhibition, actives largely listed as inhibitors;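 also: potency is read from the fitted curve at half-maximal effect; plate controls were DMSO vehicle for no effect and no enzyme for full effect; nearly all actives have a fitted effect of over 65% in size; many of its hits are not listed in these tables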
Target sequence (Q9BV86 whole entry, looked up): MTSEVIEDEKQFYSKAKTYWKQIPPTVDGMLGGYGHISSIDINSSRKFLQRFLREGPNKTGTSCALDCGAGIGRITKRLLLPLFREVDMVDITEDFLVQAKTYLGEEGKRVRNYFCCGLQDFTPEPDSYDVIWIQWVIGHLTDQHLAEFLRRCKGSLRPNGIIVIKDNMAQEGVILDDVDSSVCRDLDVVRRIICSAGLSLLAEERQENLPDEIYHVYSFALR
p53null 32C kill = selectivity test: cytotoxicity in p53 null cells, permissive temperature; H1299-neo p53 null cells, ATP luminescence, 24 h, 32C; Potency, µM (highest dose often 46.1 µM), inactives show at the highest dose activity change, negative = cytotoxicity, hits mostly cytotoxic; 55,000 compounds, 0.62% hits; AID 903;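 also: potency is read from the fitted curve at half-maximal effect; 0% = DMSO only and -100% = full killing by 100 µM tamoxifen; nearly all actives have a fitted effect of over 55% in size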
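Cells lacking p53 (H1299-neo) are plated at 600 per well and allowed to settle overnight at 37C. Test compounds (up to 46 uM) are added and held 24 hours at 32C, then ATP is quantified by luminescence.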
* hit, by the source's call; [ ] = another dose, or the depositor's remark. Calls follow the shape of the dose curve; as a rule, active = well fitted curve in the direction sought with a large enough effect; inconclusive = small, poorly fitted or top-dose-only effect, or another doubt; inactive = no such curve, though single readings can be large; an effect the other way counts as inactive or inconclusive. An excerpt (hit frequency here may not be typical).

What do the screens show for `Cc1sc2c(c1C)c(=O)n(CCc1ccccc1)c(=O)n2Cc1ccc(C(C)(C)C)cc1`?
PTAP-TSG101 blk: 2%; FH mod: 11%; GALK inhibitor: 7%; p53null 39C tox: -10%; B2AR arrestin ag: -2%; NTMT1 inh: -2%; p53null 32C kill: -1%

Results for CCOc1ccccc1CNC(=O)CCn1ccc2cc(S(=O)(=O)N3CCC(C)CC3)ccc21 ?
PTAP-TSG101 blk: -5%; FH mod: -20%; GALK inhibitor: 2%; p53null 39C tox: 8%; B2AR arrestin ag: 2%; NTMT1 inh: 3%; p53null 32C kill: 4%

How did Cc1ccc(C)c(CNC(=O)c2sc3ncnc(N(C)C4CCCCC4)c3c2C)c1 do in these assays?
PTAP-TSG101 blk: -4%; FH mod: -14%; GALK inhibitor: 1%; p53null 39C tox: 2%; B2AR arrestin ag: -2%; NTMT1 inh: -1%; p53null 32C kill: 29%

Results for CCN(C(=O)C(Cc1ccccc1)NS(=O)(=O)c1cccc2nsnc12)c1ccccc1 (centres undefined) ?
PTAP-TSG101 blk: -5%; FH mod: -6%; GALK inhibitor: 0%; p53null 39C tox: -6%; B2AR arrestin ag: 0%; NTMT1 inh: -2%; p53null 32C kill: -3%

Results for O=S(=O)(c1ccccc1)c1nnn2c1nc(N1CCN(c3ccccc3)CC1)c1cc(Cl)ccc12 ?
PTAP-TSG101 blk: 0%; FH mod: 3%; GALK inhibitor: 2%; p53null 39C tox: 16%; B2AR arrestin ag: -2%; NTMT1 inh: 4%; p53null 32C kill: -2%

What do the screens show for `CCN(CC)C(=O)Cn1c(=O)n(CCCCCC(=O)NCc2ccccc2Cl)c(=O)c2sccc21`?
PTAP-TSG101 blk: -1%; FH mod: 7%; GALK inhibitor: 0%; p53null 39C tox: -2%; B2AR arrestin ag: 0%; NTMT1 inh: -6%; p53null 32C kill: 3%

What do the screens show for `CC(C)NC(=O)c1ccc(Cn2c(SCC(N)=O)nc3ccccc3c2=O)cc1`?
PTAP-TSG101 blk: 0%; FH mod: 2%; GALK inhibitor: 2%; p53null 39C tox: -7%; B2AR arrestin ag: 1%; NTMT1 inh: inconclusive; p53null 32C kill: 4%

Results for CC(=O)c1cccc(NC(=O)C2CCN(c3nnc(-n4cccc4)s3)CC2)c1 ?
PTAP-TSG101 blk: -7%; FH mod: 4%; GALK inhibitor: 1%; p53null 39C tox: 3%; B2AR arrestin ag: 0%; NTMT1 inh: 6%; p53null 32C kill: 4%

How did CCCN(CCC)C(=O)Cn1c(=O)n(-c2ccc(CC)cc2)c(=O)c2ccc(C(=O)NCCc3ccccc3)cc21 do in these assays?
PTAP-TSG101 blk: 0%; FH mod: 3%; GALK inhibitor: 1%; p53null 39C tox: -9%; B2AR arrestin ag: 0%; NTMT1 inh: 2%; p53null 32C kill: 5%

Results for COc1cccc(CNC(=O)C2CCN(C(=O)c3cnn(-c4ccccc4)c3-n3cccc3)CC2)c1 ?
PTAP-TSG101 blk: -7%; FH mod: -16%; GALK inhibitor: -2%; p53null 39C tox: -10%; B2AR arrestin ag: -4%; NTMT1 inh: inconclusive; p53null 32C kill: -3%

What do the screens show for `COc1cccc(C(=O)NCC(c2ccc3c(c2)OCO3)N2CCOCC2)c1` (centres undefined)?
PTAP-TSG101 blk: 3%; FH mod: -16%; GALK inhibitor: 2%; p53null 39C tox: -10%; B2AR arrestin ag: -1%; NTMT1 inh: 5%; p53null 32C kill: -6%

Results for CCOc1nc(NC(=O)NS(=O)(=O)Oc2cccc(Cl)c2)nc(-c2ccccc2)n1 ?
PTAP-TSG101 blk: -8%; FH mod: -7%; GALK inhibitor: 2%; p53null 39C tox: inconclusive; B2AR arrestin ag: 1%; NTMT1 inh: -14%; p53null 32C kill: -8%

What do the screens show for `CCc1ccc(NC(=O)c2cnc3sc(N4CCCC4)nn3c2=O)cc1`?
PTAP-TSG101 blk: 1%; FH mod: 3%; GALK inhibitor: -2%; p53null 39C tox: -14%; B2AR arrestin ag: -1%; NTMT1 inh: -8%; p53null 32C kill: -14%

What do the screens show for `Cc1cc(NC(=O)CN2CCC(O)CC2)nc2c1c(=O)oc1ccccc12`?
PTAP-TSG101 blk: -7%; FH mod: -6%; GALK inhibitor: -3%; p53null 39C tox: -13%; B2AR arrestin ag: 1%; NTMT1 inh: -14%; p53null 32C kill: 6%

Results for COc1ccc(-c2nc3ccccc3o2)cc1NC(=O)CSc1ccc(Cl)cc1 ?
PTAP-TSG101 blk: 3%; FH mod: 2%; GALK inhibitor: 6%; p53null 39C tox: -19%; B2AR arrestin ag: 0%; NTMT1 inh: 0%; p53null 32C kill: 0%

Results for CC1Cc2cc(S(=O)(=O)CCC(=O)Nc3ccc(F)cc3Cl)ccc2N1C(=O)C1CC1 (centres undefined) ?
PTAP-TSG101 blk: 3%; GALK inhibitor: -1%; p53null 39C tox: -6%; B2AR arrestin ag: -1%; p53null 32C kill: 0%

What do the screens show for `CC(C)(C)OC(=O)N1CCC(c2c(C(=O)NC3CCCCC3)cnn2-c2ccc(F)cc2F)CC1`?
PTAP-TSG101 blk: 0%; FH mod: -15%; GALK inhibitor: -1%; p53null 39C tox: -10%; B2AR arrestin ag: 1%; NTMT1 inh: -1%; p53null 32C kill: 1%

What do the screens show for `COC(=O)c1cc(NC2(c3ccccc3)C(=O)c3ccccc3C2=O)cc(C(=O)OC)c1`?
PTAP-TSG101 blk: 1%; FH mod: -20%; GALK inhibitor: -3%; p53null 39C tox: 3%; B2AR arrestin ag: -2%; NTMT1 inh: 0%; p53null 32C kill: 16%

Results for CCOc1cccc(C(=O)N2CCC(c3nc4ccccc4s3)CC2)c1 ?
PTAP-TSG101 blk: -2%; FH mod: -7%; GALK inhibitor: 7%; p53null 39C tox: -15%; B2AR arrestin ag: -3%; NTMT1 inh: -3%; p53null 32C kill: -1%

How did CCOC(=O)c1ccc(NC2=CC(c3ccc(Br)cc3)N(c3ccc(C(=O)OCC)cc3)C2=O)cc1 (centres undefined) do in these assays?
PTAP-TSG101 blk: -2%; FH mod: 10%; GALK inhibitor: 1%; p53null 39C tox: -6%; B2AR arrestin ag: 0%; NTMT1 inh: 4%; p53null 32C kill: -7%[9.22 µM]

Continued, starting with the last 2 of the part before.
Results for CCOc1cccc(C(=O)N2CCC(c3nc4ccccc4s3)CC2)c1 ?
PTAP-TSG101 blk: -2%; FH mod: -7%; GALK inhibitor: 7%; p53null 39C tox: -15%; B2AR arrestin ag: -3%; NTMT1 inh: -3%; p53null 32C kill: -1%

How did CCOC(=O)c1ccc(NC2=CC(c3ccc(Br)cc3)N(c3ccc(C(=O)OCC)cc3)C2=O)cc1 (centres undefined) do in these assays?
PTAP-TSG101 blk: -2%; FH mod: 10%; GALK inhibitor: 1%; p53null 39C tox: -6%; B2AR arrestin ag: 0%; NTMT1 inh: 4%; p53null 32C kill: -7%[9.22 µM]

Results for COc1ccc(NC(=O)CSc2oc(-c3ccco3)nc2S(=O)(=O)c2ccc(C)cc2)c(OC)c1 ?
PTAP-TSG101 blk: -5%; FH mod: -28%; GALK inhibitor: 2%; p53null 39C tox: -8%; B2AR arrestin ag: 1%; NTMT1 inh: -4%; p53null 32C kill: 10%

Results for COc1ccc(CNC(=O)Cn2c(=O)cc(C)c3c(C)nn(-c4cccc(Cl)c4C)c32)cc1 ?
PTAP-TSG101 blk: 0%; FH mod: 0%; GALK inhibitor: 1%; p53null 39C tox: -11%; B2AR arrestin ag: 0%; NTMT1 inh: -4%; p53null 32C kill: 7%

What do the screens show for `CCOC(=O)c1ccc(N2C(=O)c3n[nH]c(-c4cccs4)c3C2c2ccc(C(C)C)cc2)cc1` (centres undefined)?
PTAP-TSG101 blk: -12%; FH mod: -32%; GALK inhibitor: -1%; p53null 39C tox: inconclusive; B2AR arrestin ag: 0%; NTMT1 inh: 5%; p53null 32C kill: 33%[activator]

Results for COc1ccc(-c2nc3scc(CCNS(=O)(=O)c4c(C)noc4C)n3n2)cc1 ?
PTAP-TSG101 blk: 0%; FH mod: -8%; GALK inhibitor: -1%; p53null 39C tox: 1%; B2AR arrestin ag: -2%; NTMT1 inh: 2%; p53null 32C kill: -5%

What do the screens show for `O=C(CSc1oc(-c2ccccc2)nc1S(=O)(=O)c1ccc(Cl)cc1)NC1CCCCC1`?
PTAP-TSG101 blk: 3%; FH mod: -21%; GALK inhibitor: -2%; p53null 39C tox: -4%; B2AR arrestin ag: -2%; NTMT1 inh: -6%; p53null 32C kill: 3%

Results for CCOc1ccc(NS(=O)(=O)c2ccc3nc(-c4ccccc4)[nH]c3c2)cc1 ?
PTAP-TSG101 blk: -2%; FH mod: inconclusive; GALK inhibitor: -21%; p53null 39C tox: -4%; B2AR arrestin ag: -1%; NTMT1 inh: -10%; p53null 32C kill: 6%

Results for Cc1ccc(CNC(=O)CN2CCN(Cc3ccc(F)cc3)C2=O)cc1 ?
PTAP-TSG101 blk: 0%; FH mod: -8%; GALK inhibitor: -7%; p53null 39C tox: -2%; B2AR arrestin ag: 0%; NTMT1 inh: inconclusive; p53null 32C kill: -2%

Results for COc1cccc(CNC(=O)C2CCN(c3nnc(-n4c(C)ccc4C)s3)CC2)c1OC ?
PTAP-TSG101 blk: -2%; FH mod: -22%; GALK inhibitor: 4%; p53null 39C tox: -17%; B2AR arrestin ag: 0%; NTMT1 inh: inconclusive; p53null 32C kill: -5%

What do the screens show for `Cc1cccc(OCCCCn2nnc3sc4c(c3c2=O)CCC(C)C4)c1` (centres undefined)?
PTAP-TSG101 blk: 2%; FH mod: -12%; GALK inhibitor: 9%; p53null 39C tox: -5%; B2AR arrestin ag: -1%; NTMT1 inh: -4%; p53null 32C kill: -9%

How did COc1ccc(N(C(=O)/C=C\C(=O)Nc2ccc(Cl)cc2)C(C(=O)NCc2ccco2)c2ccc(C)cc2)cc1 (centres undefined) do in these assays?
PTAP-TSG101 blk: 1%; GALK inhibitor: 0%; p53null 39C tox: 3%; B2AR arrestin ag: 1%; p53null 32C kill: 2%

Results for C=CCc1cccc2cc(C(=O)Nc3cccc(Cl)c3)c(=O)oc12 ?
PTAP-TSG101 blk: 0%; FH mod: -2%; GALK inhibitor: 3%; p53null 39C tox: 18%; B2AR arrestin ag: 0%; NTMT1 inh: 28%; p53null 32C kill: 2%

Results for COc1ccc(-n2nc(C(=O)N3CCN(c4cccc(C)c4C)CC3)c3c4ccccc4n(C)c3c2=O)cc1 ?
PTAP-TSG101 blk: -2%; FH mod: -26%; GALK inhibitor: 9%; p53null 39C tox: 20%; B2AR arrestin ag: 0%; NTMT1 inh: 19%; p53null 32C kill: -3%

Results for O=C(CC1(O)C(=O)N(CCc2ccccc2)c2ccc(Br)cc21)c1ccccc1 (centres undefined) ?
PTAP-TSG101 blk: 0%; FH mod: -22%; GALK inhibitor: 0%; p53null 39C tox: inconclusive; B2AR arrestin ag: -2%; NTMT1 inh: 4%; p53null 32C kill: 31%[activator]

Screening results (PubChem)
